hcGAS inh: blocks human cGAS activity | Q8N884 | recombinant h-cGAS, ATP depletion, Kinase-Glo luminescence | inhibition, % at 12.5 µM | 0.081% of 290,000 active;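 also: 0% = vehicle reaction and 100% = reaction without DNA for no activity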
Target sequence (Q8N884 whole entry, looked up): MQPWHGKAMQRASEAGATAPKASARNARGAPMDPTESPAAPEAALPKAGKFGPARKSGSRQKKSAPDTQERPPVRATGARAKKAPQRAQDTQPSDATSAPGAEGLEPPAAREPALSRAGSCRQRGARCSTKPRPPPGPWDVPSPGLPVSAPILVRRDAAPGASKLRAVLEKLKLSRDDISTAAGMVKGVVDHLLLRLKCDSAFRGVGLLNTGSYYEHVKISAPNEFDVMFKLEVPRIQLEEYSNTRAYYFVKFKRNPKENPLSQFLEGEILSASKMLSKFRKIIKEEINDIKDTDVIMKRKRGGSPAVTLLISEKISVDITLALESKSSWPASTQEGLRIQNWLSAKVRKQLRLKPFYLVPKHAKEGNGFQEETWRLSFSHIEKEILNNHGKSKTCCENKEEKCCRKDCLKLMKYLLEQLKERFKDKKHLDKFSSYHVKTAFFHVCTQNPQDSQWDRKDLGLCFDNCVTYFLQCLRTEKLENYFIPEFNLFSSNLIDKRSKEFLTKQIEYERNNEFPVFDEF
NPYLR7 agonist: activates Aedes aegypti NPYLR7 receptor | HEK293T NPYLR7/Galpha15, GCaMP6s calcium fluorescence | activation, % at 10 µM | 0.15% of 270,000 active | AID 1259423; in the data active = activation above about 40%;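 also: 0% = vehicle and 100% = reference agonist at the receptor; some compounds past the cut are filed as inactive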
mcGAS lum: mouse cGAS inhibition by luminescence | Q8C6L5 | recombinant cGAS, Kinase-Glo ATP depletion luminescence | inhibition, % at 12.5 µM | 0.15% of 160,000 active;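 also: 0% = negative control wells and 100% = reference inhibitor with no enzyme activity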
The depositor's hits bear a star; . = no result given; & = joins results of further samples. Rule as the data show it, unless noted: active = inhibition above about 40%; inactive = the rest. Outcome played no part in choosing rows (roughly 0.27% active in at least one column).

| SMILES | hcGAS inh | NPYLR7 agonist | mcGAS lum |
| --- | --- | --- | --- |
| CCCNC(=O)c1ccc(Nc2c(Oc3ccc(C)cc3C)cnn(C)c2=O)cc1 | 3 | 1 | 0 |
| CC(C)(Cc1c[nH]c2ccccc12)NC(=O)c1ccc(Nc2cccc(C(F)(F)F)c2)nc1 | -9 | -5 | . |
| Cc1ccc(NC(=O)COC(=O)c2cc3c(s2)-c2ccccc2OC3)c(C)c1 | -7 | 3 | -10 |
| O=C(Cn1nc(-c2ccco2)c2sc(N3CCCCC3)nc2c1=O)c1ccc2c(c1)OCCO2 | 3 | -3 | 3 |
| Cc1nonc1CN(C)c1nc(-c2cccnc2)nc2c1CCNC2 | -3 | 0 | . |
| COc1ccc2c(c1)OC(C)CN(Cc1cn[nH]c1-c1ccc(F)cc1)C2 (configuration not stated) | -5 | 10 | . |
| O=C(Nc1ccc(Cl)cc1Cl)c1cc2nc(-c3ccc(Br)cc3)cc(C(F)(F)F)n2n1 | -2 | -5 | 1 |
| CN1NC(c2cccnc2)C2C(=O)N(Cc3ccccc3)C(=O)C21 (configuration not stated) | -8 | 5 | -9 |
| Cc1nnc(SCCCNC(=O)c2cc(C(C)C)[nH]n2)s1 | -5 | 3 | -12 |
| CCc1cccc2c(C(CC(=O)N3CCN(c4ccc([N+](=O)[O-])cc4)CC3)c3cccc4c3OCO4)c[nH]c12 (configuration not stated) | -8 | 12 | -9 |
| O=C(c1ccccc1)N1CCC(NCc2nncn2C2CCCCC2)CC1 | -4 | 3 | . |
| COC(=O)[C@@H]1CCCN1Cc1cn[nH]c1-c1ccc(OC)c(F)c1 | -6 | 2 | . |
| CN(C)Cc1ccccc1CCc1ccccc1 | -7 | -5 | . |
| O=S(=O)(c1cc(Br)c(Br)s1)N1CCN(CCCOC(c2ccc(Cl)cc2)c2ccc(Cl)cc2)CC1 | -4 | 0 | -6 |
| CN(Cc1ccccc1)c1cc(Oc2ccc(F)cc2Cl)ncn1 | -5 | 27 | -8 |
| Cc1nccn1Cc1cccc(CNCC(C)(C)S(C)(=O)=O)c1 | -1 | 3 | . |
| CNC(=O)CC(C)N(C)Cc1nc[nH]c1C (configuration not stated) | -5 | -3 | . |
| Cc1ccc(CNC(=O)NCCCCN2CCC(C)CC2)cc1 | -14 | -7 | . |
| CN(C)CC1(O)CCCN(Cc2cc(-c3ccccn3)no2)CC1 (configuration not stated) | -7 | 20 | . |
| CCCOC1CCCN(C(=O)c2ccc(Br)cc2)C1 (configuration not stated) | -2 | -3 | . |
| CCOC(=O)CNC(=O)CSc1ccc2nnc(-c3ccccc3)n2n1 | -1 | 0 | -2 |
| O=C(CN1C(=O)SC(=Cc2cccs2)C1=O)N1CCCC1 | -4 | -4 | -5 |
| Cc1ccc(CN(Cc2ccc3c(c2)OCO3)CC(O)COCc2ccco2)o1 (configuration not stated) | -1 | 23 | -3 |
| N#Cc1cccnc1Oc1ccccc1NC(=O)NCC1Cc2ccccc2O1 (configuration not stated) | -6 | 6 | -13 |
| CN(C)c1ccc(N)cc1CN(Cc1cccc(F)c1)C(=O)c1cccs1 | 1 | -5 | . |
| N#Cc1c(N)nc2sc(C(=O)c3ccc(Cl)cc3)c(N)c2c1-c1ccco1 | -2 | 4 | . |
| CCC1(c2ccccc2)NC(=O)N(NC(=O)CCl)C1=O (configuration not stated) | -12 | 23 | . |
| CCOC(=O)c1c(NC(=O)c2cc(OC)c(OC)c(OC)c2)sc(C(N)=O)c1C | -6 | -3 | . |
| CCOC(=O)C(C)n1cnc2c(nnn2-c2cccc(Cl)c2)c1=O (configuration not stated) | -3 | 7 | . |
| O=C(Cc1ccc(O)c(Cl)c1)N1C[C@H]2C[C@H](O)[C@H](O)C[C@H]2C1 | -4 | 13 | . |

| SMILES | hcGAS inh | NPYLR7 agonist | mcGAS lum |
| --- | --- | --- | --- |
| Cc1cc(N2CCCC2)nc(SCc2ccc(C(=O)N(C)Cc3ccccc3)cc2)n1 | -6 | -3 | -7 |
| CC1CCC(C(C)C)C(=NNC(N)=O)C1 (configuration not stated) | -7 | 1 | . |
| CC1(C)COC2(OC1)C(=O)Nc1ccccc12 | -6 | 3 | . |
| COc1ccc(N2CCN(c3cc(C(C)(C)C)nc(SCc4cccc(C(=O)NCc5ccc6c(c5)OCO6)c4)n3)CC2)cc1 | 0 | -5 | -3 |
| COCCNc1ccc2ncc(-c3ccc(N(C)C)cc3)n2n1 | -3 | -3 | -3 |
| O=Cc1cccc(-c2nccnc2NCC(O)COc2ccccc2)c1 (configuration not stated) | -7 | -7 | -1 |
| CSCc1ccc(C(=O)N2CCC(n3nccc3NC(=O)C(C)(C)C)CC2)o1 | -9&-11 | 11&3 | -10&-3 |
| COc1ccc(-n2ncc(Oc3ccc(Cl)c(C)c3)c(Nc3cccc(C(=O)NCc4cccnc4)c3)c2=O)cc1 | 1 | -4 | 0 |
| O=C(NC1CC2CCC(C1)N2Cc1ccoc1)c1c(Cl)cc(Cl)cc1Cl (configuration not stated) | -7 | 3 | -9 |
| COc1ccccc1NC(=O)c1ccc(-n2nc(-c3cccc(C)c3)cc2N)cc1 | 2 | -8 | 1 |
| Cc1nn(-c2ccccc2)c2nc(C3CCOCC3)nc(N3CCN(C(=O)c4ccc(Cl)cc4Cl)CC3)c12 | -7 | . | -7 |
| CS(=O)c1ccc(C(=O)Nc2ccc(C(F)(F)F)cc2)cc1 (configuration not stated) | -6 | -5 | . |
| CCCNc1cc(C)nc2c(-c3ccccc3Cl)c(C)nn12 | 3 | -6 | -3 |
| COc1cccc(C2=NNC(=NC3CCCCC3)SC2)c1 | -3 | -5 | -3 |
| Cc1cccnc1N1C(=O)C2C3C=CC(C3)C2C1=O (configuration not stated) | -4 | -1 | . |
| COc1cccc(-c2nc(CSc3n[nH]c(=O)c4cc(-c5cccs5)nn34)c(C)o2)c1OC | 0 | 6 | 0 |
| c1ccc2c(N3CCCCC3)nc(N3CCCC3)nc2c1 | -16 | 16 | . |
| Cc1cccc(C(=O)Nc2c(C)nc3scc(C)n3c2=O)c1 | -9 | 12 | -8 |
| CN(C)CCCn1ccc2nc3ncnn3c(-c3ccccc3)c2c1=O | -8 | 4 | . |
| C#CCOCC(O)CN(Cc1ccccc1)Cc1nc2sc(C(C)C)cc2c(=O)[nH]1 (configuration not stated) | -2 | -7 | -2 |
| CCOC(=O)c1ccc(NC(N)=Nc2nc(CC(=O)OC)cc(=O)[nH]2)cc1 | -6 | -1 | . |
| CC(=O)N1C2CCC3(CC2)OC(=O)N(Cc2ccccc2)CC13 (configuration not stated) | -5 | 27 | -10 |
| COc1ccc(CNS(=O)(=O)c2cc(Cl)c(C)cc2OC)cc1 | -4 | 10 | -6 |
| COc1ccccc1C(=O)Nc1nnc(-c2ccco2)s1 | -2 | -8 | -3 |
| CSc1cccc(NC(=O)c2ccc(NC(C)C)nc2)c1 | -3 | -2 | -3 |
| O=C(c1ccc(Cn2cnnn2)cc1)N1CCCC(CO)(Cc2ccccc2)C1 (configuration not stated) | -10 | 11 | . |
| Cc1nsc(NC(=O)N2CCC(O)(c3ccc(F)cc3)CC2)n1 | -5 | 9 | . |
| CNc1nn(CC(=O)Nc2cc(C)c(Cl)cc2OC)c(N)c1-c1nc(-c2ccccc2C)no1 | -5 | . | -7 |
| CN(C)CCCN(C(=O)c1ccccc1S(C)(=O)=O)c1nc2c(Cl)cccc2s1 | -11 | -1 | -7 |
| CN(c1ccccc1)S(=O)(=O)c1cccc(NS(=O)(=O)c2ccc(Cl)s2)c1 | -5 | 12 | . |

| SMILES | hcGAS inh | NPYLR7 agonist | mcGAS lum |
| --- | --- | --- | --- |
| c1cc(-c2cccc(-n3cccn3)c2)cc(-n2cnnc2)c1 | 2 | 5 | . |
| COC(=O)c1oc2nc(C)cc(C)c2c1N | 0 | 3 | . |
| C=CCNC(CC(=O)Nc1ccc(OC(F)F)cc1)C(=O)O (configuration not stated) | -7 | 22 | -9 |
| COC(=O)c1sc(S(=O)(=O)Nc2ccccc2Br)c(C(=O)OC)c1C | -10 | 0 | -8 |
| CN(Cc1nc2ccccc2[nH]1)C(=O)C1CCCN(C(=O)c2ccco2)C1 (configuration not stated) | -5 | 8 | . |
| CCCCC(=O)Nc1ccc(N2CCCCC2)c(C(=O)N2CCCC2)c1 | 8 | 8 | -6 |
| CCN(C(=O)CSc1nc(C(C)(C)C)nc2c1c(=O)n(C)c(=O)n2C)C1=CCCCC1 | -2 | -2 | -7 |
| COc1ccc(CCN(Cc2sccc2C)C(=O)CN(CC(C)C)C(=O)Nc2c(C)cccc2C)cc1OC | -4 | -7 | -5 |
| Cc1cnc(N(C)Cc2n[nH]c3c2CCCC3)nc1N(C)C | -4 | 16 | . |
| O=C(CN(C(=O)c1ccc2ccccc2c1)C1CC1)N1CC(=O)N(c2ccc(Cl)cc2)C1 | 1 | -17 | -2 |
| c1csc(-c2cc(NC3CCNCC3)nc3[nH]ccc23)n1 | 27 | 2 | 10 |
| CC1=C(C(=O)OCCOc2ccccc2)C(c2cccc(F)c2)NC(=O)N1 (configuration not stated) | -6 | 2 | -3 |
| COC(=O)c1[nH]ncc1CN1CCCC(OCc2ccccn2)C1 (configuration not stated) | -3 | -6 | . |
| c1ccc(C2OCC3Cc4ccccc4C3O2)cc1 (configuration not stated) | -16 | 1 | -9 |
| COc1ccc(-c2csc(-n3nc(C)cc3NC(=O)c3cccs3)n2)cc1OC | -2 | -4 | -3 |
| O=C(c1ccccc1N1CCC(NC(=S)Nc2ccc(F)cc2)CC1)N1CCN(C2CCCC2)CC1 | -7 | 1 | -5 |
| CC(NC(C)c1ccccc1Cl)c1ccc(F)cc1 (configuration not stated) | -9 | 7 | . |
| CCN(CC)CCNC(=O)Cn1nc(C)n2c(cc3sccc32)c1=O | 1 | 3 | 0 |
| CCOC(=O)[C@@H]1C[C@H]2CN(C)C(=O)c3cccc(c32)N1C(=O)OCC(C)C | -12 | -1 | -8 |
| Cc1nc2sccn2c(=O)c1NC(=O)C(C)Oc1ccccc1F (configuration not stated) | -6 | 0 | -10 |
| CC(C)CN(Cc1cccn1Cc1cccc(F)c1)C(=O)Nc1cccc(Br)c1 | -12 | 19 | -5 |
| CC1CC1c1ccc(CCC(=O)Nc2ccccn2)o1 (configuration not stated) | -16 | -1 | -9 |
| CN(C(=O)CCl)c1nnc(C23CC4CC(CC(C4)C2)C3)s1 | -1 | 0 | 60* |
| Oc1cccc(N=Cc2nc(-c3cccc4ccccc34)oc2O)c1 | -7 | 2 | -7 |
| C=C(C)Cn1c(C(=O)N2CCN(C(=O)NC3CCCCC3)C(C)C2)cc2ccsc21 (configuration not stated) | -11 | . | -10 |
| COc1cnc(-c2ccc(Cl)cc2Cl)c(NC(=O)CC(C)C)n1 | 1 | -26 | -3 |

Part of the list above in order of formula weight, smallest number first:
| SMILES | hcGAS inh | NPYLR7 agonist | mcGAS lum |
| --- | --- | --- | --- |
| CC1CC1c1ccc(CCC(=O)Nc2ccccn2)o1 (configuration not stated) | -16 | -1 | -9 |
| CN(C(=O)CCl)c1nnc(C23CC4CC(CC(C4)C2)C3)s1 | -1 | 0 | 60* |
| CCCCC(=O)Nc1ccc(N2CCCCC2)c(C(=O)N2CCCC2)c1 | 8 | 8 | -6 |
| O=C(CN(C(=O)c1ccc2ccccc2c1)C1CC1)N1CC(=O)N(c2ccc(Cl)cc2)C1 | 1 | -17 | -2 |
| CC(C)CN(Cc1cccn1Cc1cccc(F)c1)C(=O)Nc1cccc(Br)c1 | -12 | 19 | -5 |
| COc1ccc(CCN(Cc2sccc2C)C(=O)CN(CC(C)C)C(=O)Nc2c(C)cccc2C)cc1OC | -4 | -7 | -5 |

Looked up above:
`CN(Cc1nc2ccccc2[nH]1)C(=O)C1CCCN(C(=O)c2ccco2)C1` (configuration not stated) | NPYLR7 agonist = 8
`CC1CC1c1ccc(CCC(=O)Nc2ccccn2)o1` (configuration not stated) | NPYLR7 agonist = -1
`O=C(CN(C(=O)c1ccc2ccccc2c1)C1CC1)N1CC(=O)N(c2ccc(Cl)cc2)C1` | hcGAS inh = 1
`O=C(c1ccccc1N1CCC(NC(=S)Nc2ccc(F)cc2)CC1)N1CCN(C2CCCC2)CC1` | hcGAS inh = -7

Complete entries from above. Values in the order: hcGAS inh	NPYLR7 agonist	mcGAS lum
Entry for Oc1cccc(N=Cc2nc(-c3cccc4ccccc34)oc2O)c1 = -7	2	-7
Entry for O=C(c1ccccc1N1CCC(NC(=S)Nc2ccc(F)cc2)CC1)N1CCN(C2CCCC2)CC1 = -7	1	-5

Bioassay records from PubChem BioAssay.
